Source: PubChem BioAssay
Dengue-2 NS5 capping = Dengue-2 NS5 methyltransferase inhibitors, primary screen, biochemical, confirmation dose response (AID 588689) | Genome polyprotein (Dengue virus type 2 (strain 16681-PDK53)) | Dengue-2 NS5 methyltransferase capping enzyme assay, biochemical; higher % means a stronger effect | inhibition, % at 25 µM, or IC50 in µM where a hit was titrated | actives 0.3% (n = 340,000); in the data active = a potency from the dose series
NTR1 agonist = agonists of NTR1, primary screen, imaging, U2OS cells, beta-arrestin-GFP, high content (AID 493036); Neurotensin receptor type 1 (Homo sapiens), P30989; NTR1-U2OS beta-arrestin-GFP spot imaging, agonist mode; activation, % at 20 µM; actives 0.17% (n = 330,000);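 active = activation at or above 40% of the spot to cytoplasm intensity ratio, with at least 20 cells analyzed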;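 note: 0% = DMSO without peptide and 100% = 100 nM NTR1 peptide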
Target sequence (P30989 whole entry, looked up): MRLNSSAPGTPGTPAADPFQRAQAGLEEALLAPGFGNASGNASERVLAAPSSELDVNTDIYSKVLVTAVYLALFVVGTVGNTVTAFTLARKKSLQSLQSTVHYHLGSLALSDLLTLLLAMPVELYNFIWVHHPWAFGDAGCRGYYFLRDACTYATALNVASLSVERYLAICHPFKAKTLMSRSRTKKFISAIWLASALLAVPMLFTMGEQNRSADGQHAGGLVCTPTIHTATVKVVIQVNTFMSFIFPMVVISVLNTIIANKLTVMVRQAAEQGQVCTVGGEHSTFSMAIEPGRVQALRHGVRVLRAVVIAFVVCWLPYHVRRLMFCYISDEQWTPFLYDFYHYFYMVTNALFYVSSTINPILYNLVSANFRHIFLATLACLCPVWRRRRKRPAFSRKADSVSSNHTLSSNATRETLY
UTI89 phage lysis = inhibition of K1F phage lysis, E. coli UTI89, bacterial capsule biogenesis inhibitors, alamar blue (AID 488966) | E. coli UTI89 K1F phage lysis, alamar blue, 2 h; higher % means a stronger effect | actives 0.02% (n = 340,000) | inhibition, % at 100 µM, or IC50 in µM where a hit was titrated;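 active = phage lysis inhibition, versus mean bacterial control, above a set limit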;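 note: capsule biogenesis inhibitors block K1F phage lysis so surviving cells raise fluorescence; higher fluorescence means more inhibition of phage lysis; actives were called in the ten point dose series up to 300 µM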
NTR1 agonist cell count 20 µM = further read-out of NTR1 agonist, marked with its call; cell count; measured here: cell count, cytotoxicity flag
Dengue-2 NS5 capping pilot replicate = recorded beside Dengue-2 NS5 capping, whose call it bears; inhibition, %; measured here: pilot screen replicate inhibition
* hit, by the source's call; nt = no result given; [ ] = another dose, or the depositor's remark. Only part of the results is shown, so the mix of outcomes need not match the whole.

SMILES	Dengue-2 NS5 capping	NTR1 agonist	NTR1 agonist cell count 20 µM	UTI89 phage lysis	others
CC(C)NS(=O)(=O)c1ccc(NC(=O)C(C)OC(=O)CCC2CCCCC2)cc1 (configuration not stated)	-0.7%	3.4	67	-1.1%[50 µM]
C[C@H](CO)N1C[C@H](C)[C@@H](CN(C)Cc2ccc(Cl)c(Cl)c2)Oc2ccc(NC(=O)Cn3cnnn3)cc2C1=O	-2.4%	17.1	41	-0.5%
COc1ccc(C(=O)NCC(c2ccco2)N(C)C)cc1S(=O)(=O)NCc1ccc(Cl)cc1 (configuration not stated)	-3.7%	0.5	62	-0.3%[50 µM]
O=C(C[C@@H]1C/C=C/CC[C@H](Cc2ccc(F)cc2)C(=O)O[C@H](c2ccccc2)CNC1=O)NCCO	-2.5%	2.5	37	-0.8%
COc1cc(CN2CC(C)OC(C)C2)cc(OC)c1 (configuration not stated)	-4.8%	0.1	87	1.8%
COc1cccc(CN(C)C(=O)CN2C(=O)NC(c3ccccc3)(c3ccccc3)C2=O)c1	-0.8%	0.5	75	0.2%[50 µM]
COc1ccc(NC(=O)CSc2nnnn2C)cc1S(=O)(=O)N1CCCCC1	-5.8%	-0.5	46	2.6%[50 µM]
COc1ccc(/C=C/C(=O)OCC(=O)Nc2cccc(S(=O)(=O)NC3=NCCCCC3)c2)cc1	-7.0%	-1.0	58	-5.5%
CC(C)Oc1ccc(S(=O)(=O)N2CCOCC2)cc1NC(=O)C1=NN(c2ccccc2)C(=O)CC1	5.8%	7.4	51	0.9%[50 µM]
O=C(CN1CCN(c2ccccc2O)CC1)Nc1cc(S(=O)(=O)N2CCCC2)ccc1Cl	-3.4%	32.9	56	-0.4%[50 µM]
OCCNc1nc(Nc2ccccc2Cl)nc(N2CCCC2)n1	-3.9%	3.2	76	-0.6%
COCCNC(=O)C1Nc2ccc(C(F)(F)F)cc2C2C=CCC12 (configuration not stated)	11.0%	0.4	92	-0.3%
CCN(C(=O)COC(=O)CCC(=O)c1cccs1)C1CCCCC1	5.2%	2.8	49	0.2%[50 µM]
CCc1ccccc1Nc1nc(N)nc(COC(=O)c2c(C)noc2C)n1	-10.1%	-0.7	45	0.6%[50 µM]
Cc1ccc(S(=O)(=O)N2CCN(C(=O)CCc3c[nH]c4ccccc34)CC2)cc1	-9.4%	7.3	50	-0.2%

Reprinted from the part before: six compounds, followed by the next part.
SMILES	Dengue-2 NS5 capping	NTR1 agonist	NTR1 agonist cell count 20 µM	UTI89 phage lysis	others
O=C(CN1CCN(c2ccccc2O)CC1)Nc1cc(S(=O)(=O)N2CCCC2)ccc1Cl	-3.4%	32.9	56	-0.4%[50 µM]
OCCNc1nc(Nc2ccccc2Cl)nc(N2CCCC2)n1	-3.9%	3.2	76	-0.6%
COCCNC(=O)C1Nc2ccc(C(F)(F)F)cc2C2C=CCC12 (configuration not stated)	11.0%	0.4	92	-0.3%
CCN(C(=O)COC(=O)CCC(=O)c1cccs1)C1CCCCC1	5.2%	2.8	49	0.2%[50 µM]
CCc1ccccc1Nc1nc(N)nc(COC(=O)c2c(C)noc2C)n1	-10.1%	-0.7	45	0.6%[50 µM]
Cc1ccc(S(=O)(=O)N2CCN(C(=O)CCc3c[nH]c4ccccc34)CC2)cc1	-9.4%	7.3	50	-0.2%
CCCCCCNc1c([N+](=O)[O-])cc(C)cc1[N+](=O)[O-]	-6.5%	-0.5	92	7.5%
O=C(c1ccc(Cl)cc1Cl)N1CCN(c2ccc(N3CCOCC3)nn2)CC1	-4.4%	-1.8	55	-0.6%
N#Cc1ccc(C(=O)Nc2cc(-c3ccccc3)nn2-c2ccccc2)cc1	-1.6%	0.9	73	2.0%
Oc1c(Cl)cc(CN2CCOCC2)c2cccnc12	5.4%	2.9	48	-0.3%[50 µM]
N#Cc1cccc(NC(=O)CN2C(=O)NC3(CCCCCC3)C2=O)c1	3.7%	0.6	51	0.6%[50 µM]
O=C(NCC(c1ccco1)N1CCN(c2ccccc2F)CC1)C(=O)NC1CCCC1 (configuration not stated)	-4.4%	1.9	74	0.8%[50 µM]
COc1ccc(NC(=O)COc2cccc(C(F)(F)F)c2)cn1	14.1%	-0.2	52	0.3%[50 µM]
CCN(C(=O)COC(=O)/C(C#N)=C/c1ccc(OC)cc1)C1CCS(=O)(=O)C1 (configuration not stated)	3.7%	-0.1	82	1.0%[50 µM]
O=C(C[C@@H]1C/C=C\C[C@H](Cc2ccc(F)cc2)C(=O)OC[C@H]2CCCN2C1=O)NCCO	-7.6%	-1.0	71	-0.1%	Dengue-2 NS5 capping pilot replicate=0.6
Cc1ccc(S(=O)(=O)N(Cc2ccc(C(F)(F)F)cc2)C(=O)N2CCN(C)CC2)cc1	-2.2%	-0.2	59	1.0%[50 µM]
O=C(CNC(=O)c1ccccc1F)NNC(=O)c1ccccc1O	0.7%	-0.5	53	1.0%[50 µM]
COc1ccc(NS(=O)(=O)c2cc(N=Nc3c(O)[nH]c(=O)[nH]c3=O)ccc2Cl)cc1	8.5%	-1.9	33	-2.0%
O=C(CCNC(=O)c1ccccc1)Nc1nc2ccccc2s1	-4.3%	-3.4	58	-0.1%
Cc1ccccc1C(=O)N1CCC(C(=O)NN2C(=O)NC3(CCC(C)CC3)C2=O)CC1 (configuration not stated)	-5.4%	3.0	55	0.6%[50 µM]
C#Cc1ccc([C@H]2C=C(C(=O)OCC=C)O[C@@H](OCc3ccc(CO)cc3)C2)cc1	1.4%	-6.2	nt	-0.2%
Cc1cc(C(=O)CN2C(=O)C(=O)N(Cc3ccco3)C2=O)c(C)n1CCc1ccc(F)cc1	-8.8%	8.1	55	1.4%[50 µM]
Cc1ccc(NS(=O)(=O)c2cccc(C(=O)NCC3CCCO3)c2)cc1 (configuration not stated)	-7.2%	-1.7	56	0.0%[50 µM]
Cc1ccc(S(=O)(=O)N(CC(=O)Nc2ccc(C)c(Cl)c2)C(=O)N2CCN(C)CC2)cc1	-2.9%	-0.7	62	0.6%[50 µM]
Cc1ccc(CNC(=O)COC(=O)c2ccc(S(=O)(=O)N3CCCCCC3)cc2)cc1	-6.6%	3.1	49	0.3%[50 µM]
C=CCOc1ccc(/C=C/C(=O)OCC(=O)NCc2ccco2)cc1	1.5%	1.9	67	1.8%[50 µM]
CCOC(=O)C1=C(C)N(CCCC(=O)O)C(=O)NC1c1ccc2ccccc2c1 (configuration not stated)	0.8%	7.9	86	1.5%
COc1ccc(-n2nc(C(=O)N3CCC(C#N)CC3)c3c4ccccc4n(C)c3c2=O)cc1	-6.2%	4.0	49	0.0%
CCc1noc(C)c1C(=O)N(C)CC(=O)Nc1ccccc1Br	-2.2%	0.6	42	1.1%[50 µM]
CCN(CC)CCCn1c2c(c(SCC(=O)Nc3ccc(OC(F)(F)F)cc3)nc1=O)CCC2	-8.0%	1.6	49	1.4%[50 µM]
CCOc1ccc(CCNC(=O)COC(=O)/C=C/c2ccccc2OC)cc1OCC	9.4%	0.8	78	0.6%[50 µM]
O=C(Nc1ccccc1F)C1CCCN1S(=O)(=O)c1ccc(Cl)cc1 (configuration not stated)	-2.2%	-1.0	85	0.5%[50 µM]
CCN1C(=O)[C@H]2[C@@H](c3ccc(-c4ccc5c(c4)OCO5)cc3)N[C@@](Cc3ccccc3)(C(=O)OC)[C@H]2C1=O	-1.6%	-1.6	56	4.0%
Cc1ccc(C(CC(=O)O)NC(=O)CCNC(=O)c2ccco2)cc1 (configuration not stated)	-1.5%	0.1	52	-1.7%
CC(=O)OC1CCC2C3CCC4=CC(=O)CCC4(C)C3CCC2(C)[C@]1(C)O (some centres not stated)	-3.1%	4.7	65	0.2%
CCCCN(C(=O)CSCC(=O)Nc1ccc(C)cc1)c1c(N)n(CCCC)c(=O)[nH]c1=O	1.4%	-0.1	75	0.5%[50 µM]
Cc1cc(C)cc(NC(=O)CN2CCN(C(=O)c3cccs3)CC2)c1	0.8%	2.6	98	1.4%
CSc1ccc(COC(=O)CCS(=O)(=O)c2ccc(C)cc2)cc1	-5.8%	1.0	57	-0.1%[50 µM]
Cc1csc2nc(O)c(C(=O)NC3CCCCC3)c(=O)n12	-2.2%	-0.2	70	-1.5%[50 µM]
COC(=O)c1cc(NC(=O)COC(=O)C2COc3ccccc3O2)cc(C(=O)OC)c1 (configuration not stated)	-6.0%	-0.3	55	-0.1%[50 µM]
C=C[C@@H]1c2ccccc2N(S(=O)(=O)c2ccc(C)cc2)[C@H](c2ccc(C(=O)OC)cc2)C1(C#N)C#N	-6.4%	5.9	45	1.0%
O=C(C1=CC=CN2CCS(=O)(=O)N=C12)N1CCN(c2cccc(Cl)c2)CC1	-8.1%	0.2	89	0.4%[50 µM]
CC(NC(=O)c1cccc(S(=O)(=O)N2CCc3ccccc32)c1)c1ccco1 (configuration not stated)	-7.3%	1.0	64	0.2%[50 µM]
N#Cc1ccc(Nc2nc(-c3ccc(O)cc3O)cs2)cc1C(F)(F)F	-13.4%	40.8*	64*	-1.5%
CN(CC(=O)Nc1cccc(F)c1)C(=O)c1ccccc1OCC(=O)Nc1cccc(C(F)(F)F)c1	5.9%	8.9	65	1.4%[50 µM]
CCC(Sc1ncccc1Nc1ccccn1)C(=O)O (configuration not stated)	9.2%	0.0	73	-1.3%
C/C(=N\NC(=O)c1cc2c(s1)CCC(C)C2)c1ccc[nH]1 (configuration not stated)	-2.9%	-1.5	60	2.7%
CC(=O)N1CCN(CC(=O)NC(=O)Nc2ccc3c(c2)OCCO3)CC1	-7.4%	-0.6	59	5.3%
CC12CCC(=O)N1C(C(=O)N1CCN(S(=O)(=O)c3ccc(F)c(F)c3)CC1)CS2 (configuration not stated)	0.7%	0.9	56	2.0%[50 µM]
CC1CCCN(S(=O)(=O)c2cccc(C(=O)OCC(=O)N(C)Cc3c(F)cccc3Cl)c2)C1 (configuration not stated)	-2.2%	1.1	66	0.3%[50 µM]
O=C(CSc1nc(=O)n(CCCN2CCOCC2)c2c1CCC2)Nc1ccc([N+](=O)[O-])cc1	3.6%	0.3	61	1.2%[50 µM]

The list goes on; it opens with the three that closed the last part.
SMILES	Dengue-2 NS5 capping	NTR1 agonist	NTR1 agonist cell count 20 µM	UTI89 phage lysis	others
CC12CCC(=O)N1C(C(=O)N1CCN(S(=O)(=O)c3ccc(F)c(F)c3)CC1)CS2 (configuration not stated)	0.7%	0.9	56	2.0%[50 µM]
CC1CCCN(S(=O)(=O)c2cccc(C(=O)OCC(=O)N(C)Cc3c(F)cccc3Cl)c2)C1 (configuration not stated)	-2.2%	1.1	66	0.3%[50 µM]
O=C(CSc1nc(=O)n(CCCN2CCOCC2)c2c1CCC2)Nc1ccc([N+](=O)[O-])cc1	3.6%	0.3	61	1.2%[50 µM]
O=C(c1ccc(N2CCOCC2)c([N+](=O)[O-])c1)N1CCN(c2ccccc2F)CC1	-13.6%	0.0	67	-0.4%
CC(=O)c1cccc(NC(=O)C(C)OC(=O)c2ccc(-n3cnnn3)cc2)c1 (configuration not stated)	2.2%	-0.7	35	1.2%[50 µM]
O=C(COC(=O)c1cccc(S(=O)(=O)N2CCOCC2)c1)NCc1ccccc1	-5.4%	1.6	50	-2.8%
O=C(C[C@@H]1C/C=C\C[C@@H](Cc2ccc(F)cc2)C(=O)OCCNC1=O)N[C@H](CO)Cc1ccccc1	-4.4%	2.2	69	2.0%
Cc1nc(C)c(C(=O)OCC(=O)Nc2cccc(C)c2C)s1	1.5%	0.6	56	0.6%[50 µM]
NC(=O)CCS(=O)(=O)CCN1CCN(S(=O)(=O)c2ccc3c(c2)CCC3)CC1	0.0%	-1.5	46	0.6%[50 µM]
Cn1c(N)c(C(=O)COC(=O)/C=C/c2ccccc2Cl)c(=O)n(C)c1=O	-2.2%	5.3	55	0.8%[50 µM]
Cc1ccc(C)c(-n2ccnc2SCC(=O)Nc2cccc(S(=O)(=O)NC3=NCCC3)c2)c1	-3.6%	0.6	65	0.2%
CC(C)Cn1c(SC(C)C(=O)NCC2CCCO2)nc2ccc(Cl)cc2c1=O (configuration not stated)	3.9%	2.8	61	0.8%[50 µM]
O=C(CCNS(=O)(=O)c1ccc(Br)cc1)NCc1ccco1	0.7%	-0.1	63	1.7%[50 µM]
Cc1nn(C2CCS(=O)(=O)C2)c(C)c1CN(C)C(=O)c1ccc(Cl)cc1 (configuration not stated)	-3.0%	0.8	55	0.8%[50 µM]
O=C(c1cc(F)c(F)cc1Cl)N1CCN(S(=O)(=O)c2cccs2)CC1	-0.7%	0.7	62	1.4%[50 µM]
Cc1ccc(OCCCC(=O)Nc2cc(S(=O)(=O)N3CCOCC3)ccc2N2CCOCC2)cc1	-0.7%	1.3	61	0.2%[50 µM]
CC(=O)Nc1ccc(C(=O)OCC(=O)NCCC2=CCCCC2)cc1	8.7%	0.2	43	0.5%[50 µM]
CC[C@]12c3[nH]c4cc(CCC(=O)N(C)C)ccc4c3CCN1C(=O)[C@@H](CC(=O)NCc1ccco1)C[C@@H]2C(=O)N1CCN(C(=O)c2ccco2)CC1	-8.6%	-0.3	65	-0.1%	Dengue-2 NS5 capping pilot replicate=0.3
COc1ccc2ccc(O)c(CN3CCN(S(=O)(=O)c4cc([N+](=O)[O-])ccc4C)CC3)c2c1	-2.2%	0.8	73	0.3%[50 µM]
